OXTR potentiate = potentiators of human oxytocin receptor; CHO-OTR cells, Fluo-8 calcium fluorescence, potentiator mode; 0% = oxytocin EC15, 100% = EC100; activation, % at 3 µM; 320,000 compounds, 0.061% hits;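 active = activation above that plate's cutoff, the mean activation of tested compounds plus 3 SD, cut at about 6.6% in these data, passing the limit was not always enough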;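 also: 100% uses oxytocin at 75 nM as the full agonist control; some results filed as inactive read as strong as hits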
Target sequence (P30559 whole entry, looked up): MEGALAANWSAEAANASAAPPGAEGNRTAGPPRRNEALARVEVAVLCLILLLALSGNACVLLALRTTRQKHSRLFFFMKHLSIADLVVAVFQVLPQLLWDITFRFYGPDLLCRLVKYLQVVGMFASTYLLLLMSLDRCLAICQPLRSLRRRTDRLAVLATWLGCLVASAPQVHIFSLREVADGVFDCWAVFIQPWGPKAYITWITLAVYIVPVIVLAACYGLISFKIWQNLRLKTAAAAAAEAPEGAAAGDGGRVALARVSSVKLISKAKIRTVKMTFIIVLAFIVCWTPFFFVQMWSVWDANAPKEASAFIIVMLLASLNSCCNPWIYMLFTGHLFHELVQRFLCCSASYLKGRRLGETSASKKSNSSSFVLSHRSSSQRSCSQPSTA
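Measured by – Fluo-8 calcium dye fluorescence · Test system – human OTR in CHO cells · Dosing – one concentration, 3.0 µM compound · Controls – EC15 oxytocin alone as 0%, 75 nM oxytocin as 100% · Evaluation – normalized max/min fluorescence ratio, % activation · Timing – 6 min pre-incubation, 100 s read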
M1 PAM = human CHRM1 positive allosteric modulation; activation, % at 3 µM; CHO-K1 hM1, Fluo-8 calcium fluorescence, ACh EC20; 0% = ACh EC20, 100% = maximal ACh; P11229; 360,000 compounds, 0.088% hits; in the data active = activation above about 19%, passing the limit was not always enough
OXTR agonist = agonists of human oxytocin receptor. CHO-OTR cells, Fluo-8 calcium fluorescence; normalized: DMSO 0%, oxytocin 100%. activation, % at 3 µM. 320,000 compounds, 0.32% hits. AID 2435;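 active = activation above the mean of all tested compounds plus 3 SD, cutoff set per screening run, cut at about 20% in these data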;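 also: peak over basal fluorescence ratio from a 100 s FLIPR kinetic read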
TAAR1 antag = antagonists of human TAAR1; inhibition, % at 3 µM; CHO RD-HGA16 TAAR1, Fluo-8 calcium fluorescence, antagonist; Q96RJ0; 360,000 compounds, 1.5% hits;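 active = inhibition above a per-plate cutoff, the mean inhibition of test compounds on that plate plus 3 SD, cut at about 49% in these data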;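 also: 0% = DMSO plus EC80 beta-PEA response and 100% = DMSO alone without agonist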
Target sequence (Q96RJ0 whole entry, looked up): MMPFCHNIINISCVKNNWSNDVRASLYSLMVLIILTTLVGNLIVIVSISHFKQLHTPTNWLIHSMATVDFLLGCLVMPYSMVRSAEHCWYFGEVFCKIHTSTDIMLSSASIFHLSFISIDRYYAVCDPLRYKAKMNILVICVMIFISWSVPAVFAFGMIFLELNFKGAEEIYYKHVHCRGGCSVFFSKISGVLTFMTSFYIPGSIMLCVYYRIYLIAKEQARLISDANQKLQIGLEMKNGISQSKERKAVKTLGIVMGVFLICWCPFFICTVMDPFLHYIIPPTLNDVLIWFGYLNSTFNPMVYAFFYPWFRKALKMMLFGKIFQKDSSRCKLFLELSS
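System: CHO RD-HGA16 cells bearing hTAAR1. Reagent: EC80 β-phenethylamine stimulus. Schedule: seeding 17-24 h prior, 75-min 37 °C, 30-min RT dye loading. Signal: Fluo-8 intracellular calcium dye fluorescence, real-time kinetic reads. Read-out: % inhibition from peak post-agonist over basal fluorescence ratio. Benchmarks: vehicle wells and EC80 agonist wells. Replicates: n of 1.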
V1aR counter = counter-screen for oxytocin receptor agonists: human V1a receptor agonists. P37288. CHO-V1R cells, Fluo-8 calcium fluorescence, agonist mode; 0% DMSO, 100% 3 nM vasopressin. activation, % at 3 µM. 320,000 compounds, 0.25% hits. AID 2797;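 active = activation above the mean activation of all tested compounds plus 3 SD, per screening run, cut at about 20% in these data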;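 also: signal is peak over basal fluorescence ratio across a 100 second FLIPR read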
CHRM1 agonist = activates human CHRM1 receptor; CHO-K1 hM1, Fluo-8 calcium fluorescence, agonist mode; 0% DMSO, 100% acetylcholine EC100; 360,000 compounds, 0.33% hits; AID 588814; activation, % at 3 µM; P11229;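 active = activation above the run's mean compound activation plus 3 SD, cut at about 16% in these data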;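 also: peak over basal fluorescence ratio within a 140 s kinetic read after compound addition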
TAAR1 agonist = human TAAR1 agonism | Q96RJ0 | CHO RD-HGA16 TAAR1, Fluo-8 calcium fluorescence; vehicle wells 0%, saturating PEA agonist 100% | activation, % at 3 µM | 360,000 compounds, 0.99% hits;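 active = activation above the mean activation of all test compounds in the run plus 3 SD, cut at about 38% in these data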
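Signal – calcium-sensitive Fluo-8 signal, excitation 470-495, emission 515-575 nm · System – RD-HGA16 (CHO) cells co-expressing Gα16 and hTAAR1 · Incubation – 17-24 h seeding, 75 min 37 °C dye, 30 min RT · Compound dosing – 3 µM single concentration · Repeats – no replicates (n 1)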
CHO parental Ca = counter-screen for OX1R antagonists: effect in parental CHO cells; parental CHO-K1, ATP-induced calcium, Fluo-8 fluorescence; 330,000 compounds, 0.63% hits; inhibition, % at 5.6 µM;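 active = inhibition above that plate's mean sample inhibition plus 3 SD, cut at about 26% in these data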;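 also: 0% = ATP-challenged DMSO wells and 100% = DMSO wells without ATP; some compounds past the cut are filed as inactive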
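material = parental CHO cells | also added = ATP as calcium-mobilizing challenge | dosing = single point at 5.6 µM | detection = intracellular calcium via Fluo-8 no-wash fluorescent dye | read-out = % inhibition | benchmarks = low control ATP plus DMSO, high control DMSO only | repeats = one well per compound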
M1 antag = blocks human M1 muscarinic receptor | CHO-K1 hM1, Fluo-8 calcium fluorescence, ACh EC80 antagonist | inhibition, % at 3 µM | 360,000 compounds, 1.3% hits | P11229 | AID 588852;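 active = percent inhibition above its own plate's cutoff, namely the mean of that plate's compound wells plus 3 SD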;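 also: peak over basal fluorescence ratio during 140 s after agonist addition; 0% = ACh EC80 plus DMSO and 100% = DMSO alone without agonist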
The depositor's hits bear a star; . = not tested or not shown.

Start of the listing, in advance (3 entries):
SMILES	OXTR potentiate	M1 PAM	OXTR agonist	TAAR1 antag	V1aR counter	CHRM1 agonist	TAAR1 agonist	CHO parental Ca	M1 antag
CC(C)(C)Nc1nc(NC(C)(C)C)nc(-n2ccnc2)n1	-14	-6	-1.8	-6	-1.2	-7	23	-46	-1
CCSc1nc(N)c2c(C)c(C)sc2n1	-12	5	-1.9	-2	-0.5	-5	12	-5	-8
NC(=O)COC(=O)CCSc1ccc(Cl)cc1	-2	9	-0.1	9	2.5	-1	5	-2	-4

This part in full, from the start:
SMILES	OXTR potentiate	M1 PAM	OXTR agonist	TAAR1 antag	V1aR counter	CHRM1 agonist	TAAR1 agonist	CHO parental Ca	M1 antag
CC(C)(C)Nc1nc(NC(C)(C)C)nc(-n2ccnc2)n1	-14	-6	-1.8	-6	-1.2	-7	23	-46	-1
CCSc1nc(N)c2c(C)c(C)sc2n1	-12	5	-1.9	-2	-0.5	-5	12	-5	-8
NC(=O)COC(=O)CCSc1ccc(Cl)cc1	-2	9	-0.1	9	2.5	-1	5	-2	-4
CN(C)c1ccc(NC(=S)N2CCN(c3ncc(C(F)(F)F)cc3Cl)CC2)cc1	-11	3	-0.7	-26	-1.8	-3	-1	-18	-5
Cc1cc(C(=O)NNc2ccc(C(C)C)cc2)n(C(C)(C)C)n1	-12	8	-1.4	3	-0.9	-3	4	-24	-14
COC(=O)C[C@H]1c2cc(F)ccc2S(=O)(=O)N1C(C)C	3	-1	-0.4	16	-0.8	-6	7	-11	3
O=C(CN1C(=O)NC2(CCc3ccccc32)C1=O)Nc1c(Cl)cccc1Cl (stereo not drawn)	-2	7	1.3	-6	0.3	-1	4	-19	-6
Cn1c(Cn2c(=O)sc3ccccc32)nnc1SCC(=O)NCc1ccccc1	-6	-1	0.4	-22	0.5	-6	0	-15	1
COC(=O)C1=C(N)Oc2cc(C)n(Cc3cccnc3)c(=O)c2C1c1ccccc1OC (stereo not drawn)	-14	0	0.1	-17	0.5	-4	-3	1	2
O=C(CCc1c[nH]c2ccccc12)N[C@@H](Cc1c[nH]c2ccc(O)cc12)C(=O)O	-12	5	-0.4	5	0.3	-2	-1	-18	-6
COc1ccc(CC(=O)NNC(=O)CCc2ccccc2)cc1	-9	2	-0.2	-11	0.6	-3	5	-1	-10
Cc1nn(-c2ccccc2)c(C)c1C(=O)OC(C)C(=O)NC1CCCCC1 (stereo not drawn)	-7	-17	1.4	2	4.2	4	2	-16	18
Cc1ccc(-n2ncc3c(=O)n(Cc4ccccn4)cnc32)cc1C	-1	2	2.3	-8	4.2	-2	6	-5	-3
COC(=O)C1C(=O)C2=C(CC1C)NC(=O)CC2c1ccc(O)c(OC)c1 (stereo not drawn)	-1	0	0.1	9	0.6	-1	3	-6	-1
O=C(NNS(=O)(=O)c1ccc(F)cc1)C1CCN(S(=O)(=O)c2ccccc2)CC1	-4	5	-0.3	-12	0.6	-7	0	5	8
CCOc1ccccc1C(=O)Nc1ccc2nc(N3CCN(c4ncccn4)CC3)cc(C)c2c1	-4	.	0.1	.	0.0	.	.	-19	.
Cc1ccc([C@H]2C(C#N)=C(N)Oc3cc(C)oc(=O)c32)o1	-9	0	0.1	-4	0.7	-7	7	-15	-9
CCCn1nc(C(=O)NNC(=O)CCOc2ccccc2OCC)c2ccccc2c1=O	-5	2	-1.8	-27	-0.9	-2	-2	-31	-2
COc1ccc(OC)c(CN2CCSCC2)c1	.	1	.	7	.	-5	4	.	-2
CC1CCCN(c2ccc([N+](=O)[O-])cc2C(=O)c2ccccc2)C1 (stereo not drawn)	-7	-3	-1.3	16	0.8	-4	8	-20	1
COc1ccc(CCN2CC(C(=O)Nc3cc(F)ccc3F)CC2=O)cc1OC (stereo not drawn)	-6	9	-0.3	-17	0.0	0	1	-11	-11
CC(=O)Nc1cc(-c2ccc(C(=O)N3CCOCC3)cc2)cn2c(-c3cccc(C(C)=O)c3)cnc12	.	8	.	-19	.	-9	-2	.	-13
CC1CCN(C(=S)c2ccc(O)cc2)CC1	3	10	1.8	5	0.0	-7	-1	12	-11
CC(C)(C)c1nnc(N/N=C/c2cc(Br)ccc2O)n(N)c1=O	-9	-17	3.6	68*	6.0	4	25	-5	35*
O=C(CC12CC3CC(CC(C3)C1)C2)NCc1ccco1	-2	14	-1.3	2	-0.4	-9	0	-14	-5
CCc1ccc(Nc2cc(C)nc3ncnn23)cc1	2	22	-1.9	-17	-0.7	-6	0	-4	-26
CCCOc1ccc(/C=C/C(=O)N2CCOCC2)cc1	2	4	1.8	12	1.0	-1	0	-8	-6
NC(=O)CN1CCN(C2CC(=O)N(CCc3ccccc3)C2=O)CC1 (stereo not drawn)	1	0	-0.1	17	0.6	-3	0	6	2
N#CCC(=O)NNC(=S)NC(=O)C(c1ccccc1)c1ccccc1	-2	10	-0.3	5	0.6	-6	2	-4	-6
COc1ccc(C2C(C(=O)c3ccco3)=C(O)C(=O)N2CCOCCO)cc1OC (stereo not drawn)	-3	11	0.5	19	-0.3	-1	12	-1	-3
CN(CC(=O)NCCc1ccc(Cl)cc1)S(=O)(=O)c1cccs1	-5	-1	3.0	14	6.2	-4	0	-8	-1
Cc1ccccc1NC(=O)C(=O)NC(C)CCc1ccccc1 (stereo not drawn)	4	5	-3.3	-14	-1.0	-7	19	-10	-5
CC12CC(=O)C3C(CCC4=CC(=O)CCC43C)C1CC=C2CC(=O)O (stereo not drawn)	.	13	.	-16	.	-1	2	.	-15
COc1ccc(OC)c(Cc2nnc(CCC(=O)NCc3ccc(C)s3)o2)c1	-8	2	-0.4	16	-0.2	-3	0	-21	-1
CCc1nc2ccc(C(=O)NCCCN3CCCC3=O)cn2c1N(CC)CCN(C)C	.	14	.	-18	.	-2	2	.	-14
CCSc1nnc(NC(=O)CSc2nnc(CNC(=O)c3ccc(OC)c(OC)c3)o2)s1	2	15	0.0	6	0.8	-9	6	-11	-14
COc1ccc(OC)c(NC(=O)CN(C)CC(=O)Nc2ccccc2Cl)c1	-2	-4	-0.8	-11	-1.3	-2	4	-15	14
CC1(C)CC2(CCCN3C(=O)CSC32)CCS1 (stereo not drawn)	-13	4	0.4	-3	0.3	-3	6	7	-7
Cc1ccc(C(=O)NC(=S)Nc2ccc3[nH]c(=O)[nH]c3c2)cc1	-2	12	-0.3	-31	0.4	2	11	-2	-4
O=C(COC(=O)/C=C/c1ccco1)NCc1ccccc1Cl	-5	10	-2.0	-10	-1.1	-7	3	-14	-9
CCCn1c2c(c(O)c(C(=O)Nc3nc4ccccc4s3)c1=O)CCCC2	-15	-1	0.8	-14	0.2	-3	5	2	3
Cc1ccc(S(=O)(=O)Nc2cc3c4c(c2)CCC(=O)N4CCC3)cc1	0	8	1.1	-7	-0.1	0	1	-1	-15
CC(C)c1ccc(CN2CCC2(C)C(=O)Nc2cnc3ccccc3c2)cc1 (stereo not drawn)	.	-7	.	33	.	-7	4	.	7
O=C(c1ccncc1)N1N=C(c2ccc(Br)cc2)CC1c1ccccc1O (stereo not drawn)	-4	-9	2.8	46	3.9	-1	4	-21	14
Cc1ccc(S(=O)(=O)N2CCN(CC(=O)Nc3ccc(N4CCOCC4)cc3)CC2)cc1C	-9	3	1.7	15	2.7	-1	1	-12	-2
COc1ccc(Br)cc1/C=N/n1nnnc1N	-11	1	1.4	-7	-0.5	-4	-1	1	-4
CCOC(=O)c1[nH]c(C)c(C(=O)NC)c1C	.	6	.	0	.	-2	0	.	-12
Cc1ccc(-n2nnnc2SCC(=O)N2CCN(C(=O)c3ccco3)CC2)c(C)c1	-4	8	-2.1	-5	-0.7	-5	4	10	-12
CC(C)N1C(=S)N(Cc2ccco2)C(=O)C1CC(=O)Nc1ccccc1 (stereo not drawn)	-1	6	3.2	-15	2.1	-2	8	1	-9
CCOC(=O)c1c(-c2ccccc2)nc2c(C)cccn12	-5	2	-2.5	-7	-1.7	-5	12	-15	3
COc1ccc(C(=O)NCC(=O)N2CCCC(C(F)(F)F)C2)cc1OC (stereo not drawn)	-4	0	0.4	-7	0.0	-4	1	-7	0
CC1CN(C(=O)CN2C(=O)NC3(CCCC3)C2=O)C(=Nc2cccc(S(=O)(=O)N(C)C)c2)S1 (stereo not drawn)	-3	8	1.4	-21	0.6	-4	5	-15	-5
CC(=O)Nc1ccc(C(=O)COC(=O)C2CC2)c(F)c1	.	10	.	-1	.	5	2	.	0
C=CCN(CC=C)C(=O)CN1C(=O)NC(Cc2c[nH]c3ccccc23)C1=O (stereo not drawn)	-12	23	0.9	-3	1.1	2	6	-11	-25
COc1ccc(C)cc1-n1nnnc1SCc1cn2ccsc2n1	-3	4	2.4	3	4.0	-3	-3	-22	-4
Cc1cccc(Cc2ncc(C(F)(F)F)cc2Cl)c1	-12	10	-0.1	-10	-0.1	-3	1	3	-9
COC(=O)c1cc(=O)nc(NNC(C)=O)s1	.	-2	.	-17	.	-6	0	.	3
Cc1cc(NC(=O)C2CCN(C(=O)c3ccco3)CC2)ccc1Br	-19	1	7.7	-2	10	0	5	-16	-3
c1ccc2c(-c3ccc4nncn4c3)cncc2c1	.	6	.	1	.	0	1	.	-3
O=C1C=C(O)C(n2cncn2)C(c2ccc3c(c2)OCO3)C1 (stereo not drawn)	-6	13	-0.4	18	0.5	-3	0	-2	-5

A few values from the results shown.
CC1CN(C(=O)CN2C(=O)NC3(CCCC3)C2=O)C(=Nc2cccc(S(=O)(=O)N(C)C)c2)S1 (stereo not drawn) – CHRM1 agonist: -4
Cc1cc(NC(=O)C2CCN(C(=O)c3ccco3)CC2)ccc1Br – M1 PAM: 1

(list continues)
SMILES	OXTR potentiate	M1 PAM	OXTR agonist	TAAR1 antag	V1aR counter	CHRM1 agonist	TAAR1 agonist	CHO parental Ca	M1 antag
CC(Oc1ccccc1)C(=O)Nc1cccc(F)c1 (stereo not drawn)	3	14	-1.2	7	-0.5	-7	1	-6	-7
CCOC(=O)c1c(NC(=O)/C=C/c2ccc3c(c2)OCO3)sc(C)c1CC	-2	11	-0.5	7	1.4	-2	11	-4	-12
CCc1c(C2(O)CCCCC2)[nH]c2c(C(=O)OC)cc(Cl)cc12	-11	-9	-1.7	-24	-0.5	-7	0	-39	24
CS(=O)(=O)N1CCc2cc(C(=O)Nc3ccc(COCC(F)(F)F)cc3)ccc21	-20	3	15	-8	12	-3	9	9	0
Cc1ccc(C(=O)Nc2cnc3ccccn3c2=O)cc1	1	-6	1.0	3	-1.3	-3	9	-14	10
